CXCR6 inh – inhibitors of human CXCR6 receptor | CHO-K1 PathHunter CXCR6 beta-arrestin, luminescence | AID 602244 | inhibition, % at 20 µM | O00574 | actives 0.36% (n = 360,000); in the data active means inhibition above about 34%, passing the limit was not always enough;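 further: antagonist mode with CXCL16 agonist at 10 nM final; 0% = 10 nM CXCL16 with DMSO and 100% = unstimulated wells without agonist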
CCR6 antagonist – blocks CCL20-driven beta-arrestin recruitment at human CCR6; P51684; CHO-K1 CCR6 PathHunter beta-arrestin, luminescence, CCL20-stimulated; inhibition, % at 20 µM; actives 0.49% (n = 340,000); AID 493098;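 active means compounds whose inhibition of the agonist-driven luminescence signal at 20 µM reaches about 50%, limit read from the data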;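 further: cells stimulated with CCL20 at 14 nM final; plate controls were DMSO with CCL20 for no effect and DMSO without agonist for full effect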
Target sequence (P51684 whole entry, looked up): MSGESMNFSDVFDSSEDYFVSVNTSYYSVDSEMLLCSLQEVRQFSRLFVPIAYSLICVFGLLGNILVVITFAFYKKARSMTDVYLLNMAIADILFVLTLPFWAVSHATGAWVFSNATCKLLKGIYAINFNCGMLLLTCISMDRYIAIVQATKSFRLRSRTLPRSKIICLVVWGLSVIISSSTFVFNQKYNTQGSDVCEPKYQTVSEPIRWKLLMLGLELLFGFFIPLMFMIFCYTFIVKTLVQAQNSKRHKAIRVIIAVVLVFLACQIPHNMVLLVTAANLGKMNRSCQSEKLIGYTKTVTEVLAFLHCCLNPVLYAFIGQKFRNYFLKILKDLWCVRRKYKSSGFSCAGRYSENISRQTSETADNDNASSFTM
APJ agonist – activates the human apelin receptor APJ | P35414 | CHO-K1 APJ PathHunter beta-arrestin, luminescence; 0% DMSO wells, 100% apelin | activation, % at 20 µM | actives 0.11% (n = 330,000);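 active means activation more than six SD over the plate average, tested at 20 µM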;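 further: 0% = DMSO alone and 100% = apelin-13 at 10 nM; some results filed as inactive read as strong as hits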
Target sequence (P35414 whole entry, looked up): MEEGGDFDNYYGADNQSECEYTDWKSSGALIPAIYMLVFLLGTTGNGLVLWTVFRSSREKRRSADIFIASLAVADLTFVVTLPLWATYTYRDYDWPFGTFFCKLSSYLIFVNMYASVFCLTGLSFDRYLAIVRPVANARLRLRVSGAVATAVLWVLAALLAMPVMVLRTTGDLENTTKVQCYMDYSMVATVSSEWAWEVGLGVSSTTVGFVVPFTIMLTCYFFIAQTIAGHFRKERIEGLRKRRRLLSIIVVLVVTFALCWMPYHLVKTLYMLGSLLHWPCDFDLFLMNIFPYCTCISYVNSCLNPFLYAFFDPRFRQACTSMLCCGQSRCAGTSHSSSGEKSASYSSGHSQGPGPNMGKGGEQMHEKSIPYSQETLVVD
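Assay system: engineered CHO-K1 APJ arrestin reporter cells; Amount: 1000 CHO-K1 reporter cells seeded per well; Dosing: one dose, 20 µM compound, 1% DMSO; Times: compound stimulation 90 min at 25 °C, detection 60 min; Measured by: luminescent beta-gal fragment complementation, chemiluminescent substrate; Read-out: APJ–arrestin association signal; Controls: DMSO vs Apelin-13 10 nM.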
EBI2 block – EBI2 (human) antagonism; actives 0.81% (n = 360,000); AID 651636; inhibition, % at 5 µM; P32249; EBI2 beta-arrestin recruitment, luminescence, 7a,25-OHC stimulated; in the data active means inhibition above about 38%;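 further: enzyme fragment complementation signal reports receptor beta-arrestin coupling in cells; 0% = agonist plus DMSO wells and 100% = wells without agonist; some results beyond the cut were filed as inactive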
Target sequence (P32249 whole entry, looked up, the tested form may be a part): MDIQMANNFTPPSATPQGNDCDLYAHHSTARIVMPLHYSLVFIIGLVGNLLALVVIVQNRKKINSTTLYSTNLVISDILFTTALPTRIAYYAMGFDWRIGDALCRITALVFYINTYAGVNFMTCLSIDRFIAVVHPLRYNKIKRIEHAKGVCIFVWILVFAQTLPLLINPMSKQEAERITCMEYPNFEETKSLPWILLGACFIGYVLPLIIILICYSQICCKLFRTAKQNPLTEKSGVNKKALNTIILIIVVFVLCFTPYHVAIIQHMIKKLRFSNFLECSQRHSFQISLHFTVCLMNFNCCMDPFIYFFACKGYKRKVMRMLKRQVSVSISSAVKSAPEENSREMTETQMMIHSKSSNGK
tim23-1 inh – tim23-1 yeast growth inhibition | AID 463212 | S. cerevisiae tim23-1 growth, BacTiter-Glo luminescence, 24 h | actives 1.3% (n = 330,000) | inhibition, % at 20 µM;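 active means growth inhibition of the mutant yeast at or above 50%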;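 further: temperature-sensitive mutant grown at 25 °C; plate controls were DMSO-treated mutant yeast for no effect and medium wells lacking yeast for full effect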
Mdm2 MdmX PPI – disrupts the human Mdm2-MdmX interaction; O15151+Q00987; SaOS-2 split-luciferase Mdm2/MdmX complementation, luminescence; inhibition, % at 8 µM; actives 3% (n = 330,000); AID 485346;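 active means inhibition of at least 50% at 8 µM in the primary screen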
UPR XBP1 act – activators of adaptive arm of unfolded protein response (XBP1). CHO-XBP1 luciferase reporter, IRE1-XBP1 UPR activation, luminescence; percent of tunicamycin response, DMSO as zero. activation, % at 20 µM. actives 0.33% (n = 330,000). AID 463104;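 active means versus positive control, 20 µM dose yields 30% or more activation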;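 further: 100% = tunicamycin at 10 µg/mL and 0% = DMSO only wells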
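Signal: luciferase luminescence; Assay system: CHO-XBP1 luciferase reporter cells; Amount: one thousand reporter cells per well; Dosing: 20 µM single concentration, DMSO 1%; Benchmarks: high control tunicamycin 10 µg/mL final, low control DMSO vehicle only; Schedule: 6 h compound exposure at 37 °C, 5% CO2; Evaluation: percent activation relative to tunicamycin reference.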
CHOP UPR activ – apoptotic UPR (CHOP) activation; AID 449763; actives 0.34% (n = 330,000); CHO-CHOP luciferase reporter, luminescence; percent of tunicamycin response over DMSO baseline; activation, % at 10 µM;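 active means at 10 µM dose, activation of 40% or more, normalized to positive control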;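 further: 100% = tunicamycin at 10 µg/mL and 0% = DMSO alone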
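Assay system: CHO cells with stable CHOP pathway luciferase reporter; Buffer or medium: F12 plus 10% serum; Times: 16-18 h cell attachment, then 6 h compound exposure, 37 °C; Signal: luciferase luminescence; Read-out basis: percent activation relative to tunicamycin control; Control set: tunicamycin high control, DMSO low control.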
APJ antagonist – APJ receptor antagonism; P35414; CHO-K1 APJ beta-arrestin complementation, luminescence; inhibition, % at 20 µM; actives 0.32% (n = 330,000); AID 2521;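 active means inhibition above about 40% at 20 µM, limit read from the data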;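 further: cells challenged with 10 nM apelin-13 agonist together with compound; plate controls were apelin-13 plus DMSO wells for no effect and DMSO wells lacking apelin-13 for full effect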
* hit, by the source's call; / = no result given. An excerpt (hit frequency here may not be typical).

SMILES	CXCR6 inh	CCR6 antagonist	APJ agonist	EBI2 block	tim23-1 inh	Mdm2 MdmX PPI	UPR XBP1 act	CHOP UPR activ	APJ antagonist
CC(Sc1nccn1C)C(=O)Nc1ccc(C(N)=O)cc1 (stereo unspecified)	-9	-5	1	-3	20	3	2	2.3	-17
NS(=O)(=O)c1cccc(NC(=S)NCc2ccccc2)c1	-2	0	-2	-10	2	13	0	-1.9	-5
CCCn1c(C)cc(/C=C(\C#N)C(=O)OCC(=O)Nc2cccc(S(N)(=O)=O)c2)c1C	3	11	-3	-2	15	-20	2	2.2	6
O=C(NCc1nc2ccccc2[nH]1)C1=C[C@H](c2coc3ccccc3c2=O)C[C@H](OCc2ccc(CO)cc2)O1	2	0	7	-7	8	6	-2	-1.0	-3
CCOc1ccc2nc(N(CCCN(C)C)C(=O)c3ccc(C(=O)c4ccccc4)cc3)sc2c1	-4	10	-5	-6	34	48	8	1.8	0
CCCCC(Sc1nc(N)c(NC(=O)c2ccc(OC)cc2)c(=O)[nH]1)C(=O)O (stereo unspecified)	-5	13	-2	-3	14	-11	-2	-1.4	7
Clc1ccc(-c2noc(CSc3nnc(-c4ccncc4)n3-c3ccccc3)n2)cc1	1	3	-1	13	25	47	-1	-1.9	9
Cc1onc(-c2ccc(Cl)cc2)c1-c1ccnn1S(=O)(=O)c1ccc(Cl)cc1	3	13	-1	15	17	17	-4	0.4	13
CC(C)n1c(=S)[nH]c2scc(-c3cccs3)c2c1=O	3	17	-2	-7	7	4	-2	-0.4	-2
Cc1cc(OCC(=O)Nc2ccncc2)c(C)cc1Br	-13	-4	9	-4	-139	-1	1	1.2	-3
COC(=O)c1ccccc1NC1OC(=O)c2ccccc21 (stereo unspecified)	3	-12	-1	-3	12	10	-2	0.5	3
COc1cccc(C(=O)NCCCNC(=O)c2ccccn2)c1	-2	17	1	2	1	-21	-5	3.1	0
CN(C)/C=C1\C(=O)ON=C1c1ccccc1	-12	3	-6	-11	2	-42	5	-2.2	0
CN(CCC#N)Cc1cc(=O)oc2ccc3ccccc3c12	7	2	0	-10	21	24	2	0.1	-1
N#Cc1nc(COc2ccc(Cl)cc2)oc1NCc1ccc2c(c1)OCO2	-3	25	4	20	-2	21	-2	2.7	9
Cc1cc(NC(=O)c2ccc(F)cc2F)n(-c2nc3ccccc3[nH]2)n1	-13	-2	-5	0	-11	66*	3	5.0	43*
COc1ccc(Nc2nc(N)nc(CN3CCN(c4ccc(F)cc4)CC3)n2)cc1	-10	2	-3	8	14	29	0	-2.5	10
COc1ccc(N2C(=O)N3[C@H](c4ccc(Cl)cc4)[C@@H]4C(=O)N(C5CCCCC5)C(=O)[C@@H]4[C@]3(Cc3ccc(Cl)cc3)C2=O)cc1	2	19	-2	2	21	47	-2	1.6	10
CN(C)CCCN(C(=O)c1ccc2c(c1)CCCC2)c1nc2c(F)cccc2s1	-25	11	1	-11	22	-36	3	4.0	-3
CCN(Cc1ccccc1)S(=O)(=O)c1c(N)n(C)c(=O)n(C)c1=O	4	3	-1	0	-2	8	-3	-0.3	5
O=C(CCCN=C1NS(=O)(=O)c2ccccc21)Nc1ccc(Cl)cc1	-11	0	-1	-5	8	-7	2	1.9	-12
Cc1cc(C(=O)OCC(=O)N(C)c2ccccc2)c2ccccc2n1	6	6	-6	-4	27	14	-3	1.4	2
Cc1ccccc1S(=O)(=O)N1[C@@H](c2ccc(Br)cc2)C(C(=O)O)=CC[C@H]1c1ccc(Cl)cc1	-11	-8	-2	-3	37	0	1	1.4	0
CCc1ccccc1NC(=S)Nn1cnnc1	0	/	-10	5	1	-5	-3	1.4	21
Oc1ccc(-c2nc3ccccn3c2NCc2ccco2)cc1	-11	8	2	-10	9	25	4	2.6	-9

Copied from the list.
CHOP UPR activ with `O=C(NCc1nc2ccccc2[nH]1)C1=C[C@H](c2coc3ccccc3c2=O)C[C@H](OCc2ccc(CO)cc2)O1` stands at -1.0
APJ agonist with `O=C(CCCN=C1NS(=O)(=O)c2ccccc21)Nc1ccc(Cl)cc1` stands at -1

More entries.
SMILES	CXCR6 inh	CCR6 antagonist	APJ agonist	EBI2 block	tim23-1 inh	Mdm2 MdmX PPI	UPR XBP1 act	CHOP UPR activ	APJ antagonist
Fc1ccc(-c2csc(-c3ccc(C4SCCS4)cc3)n2)cc1F	0	11	-1	6	-3	-52	6	4.9	8
Cc1ccc(NS(=O)(=O)c2cccc(C(=O)NNC(=O)NC3CCCCC3)c2)c(C)c1	-1	-3	1	-9	6	-17	-1	4.7	8
Cc1ccc(CC2CC(=O)N(c3ncccn3)C2=O)cc1 (stereo unspecified)	-16	2	-3	-1	12	24	-2	-0.4	13
Cc1nc2c(C(=O)NCc3ccc4c(c3)OCO4)c[nH]n2c(=O)c1Cc1ccccc1F	2	-4	4	1	29	0	2	-0.5	1
Cc1ccc(S(=O)(=O)N2CC(=NN=C(N)N)C2)cc1	-7	4	2	10	19	-19	-5	0.7	-4
O=[N+]([O-])c1cc(-c2ncccn2)cs1	-14	-11	1	13	9	6	-2	-3.1	-15
O=C(Nc1ccccc1N1CCCCC1)c1ccccc1F	-1	21	-3	6	15	-28	4	0.0	3
COc1ccc(N=C2C(=Nc3ccc(OC)cc3)N(c3ccc(OC)cc3)C(=S)N2C(=O)c2ccc(OC)cc2)cc1	3	25	-5	17	11	-18	7	1.8	26
O=c1[nH]c(=O)c2cn[nH]c2[nH]1	0	-10	-2	-8	-9	2	-8	0.3	7
CCC(=O)Nc1ccc(-c2nnc(SCC(=O)Nc3nccs3)n2C)cc1	-3	-7	0	-7	16	10	-1	1.5	-1
COc1cc2c3c([nH]c2cc1F)C(=O)NCC3	-12	4	0	-9	-6	38	-3	-1.5	16
Cc1cc(C)cc(OCc2nnc(SCC(=O)N3CCN(c4ccccc4)CC3)o2)c1	3	-11	-1	6	26	18	-5	0.3	18
O=[N+]([O-])c1ccc2c(c1)C=C1CCCCC1(N1CCCC1)O2 (stereo unspecified)	-5	23	-1	3	2	-7	-3	-0.8	-3
CC1CCN(C(=O)COC(=O)Cc2ccc(Br)cc2)CC1	1	8	-4	-16	4	-5	-3	-0.3	9
Cc1ccc([N+](=O)[O-])cc1NC(=O)CN(C(=O)c1ccccc1Cl)C1CCCCC1	-3	29	-3	8	31	-7	-3	0.6	18
O=S(=O)(c1ccc2nc(Cc3cccc(C(F)(F)F)c3)[nH]c2c1)N1CCOCC1	-1	12	5	2	0	12	2	-0.3	-7
O=c1cc(NCCc2ccccc2)c2ccccc2o1	3	-4	-5	6	-5	-2	-2	7.5	14
CN(C)c1ccc(/C=C2\C(=N)N3N=C(CC(=O)N4CCCC4)SC3=NC2=O)cc1Br	-1	5	-4	-3	6	15	-1	-0.3	19
Cc1onc(-c2c(Cl)cccc2Cl)c1C(=O)c1ccc(F)cc1	9	19	-4	4	9	8	-4	-0.4	18
O=C(Nc1nnc(S(=O)(=O)N2CCCCCC2)s1)c1ccc(Br)cc1	-13	8	-2	1	-5	30	1	-1.4	-10
CC(C)CN(CC(C)C)S(=O)(=O)N1CCC(C(=O)NCc2cccs2)CC1	4	27	-5	14	22	14	-2	-1.8	5
N#CC1(NC(=O)CSc2nnc(COc3ccccc3F)n2N)CCCCC1	0	8	-3	2	-1	8	-6	-1.0	-6
CNS(=O)(=O)c1cccc(C(=O)OCC(=O)c2cc3ccccc3o2)c1	43*	73*	-11	13	16	19	-1	-0.4	81*
CC(=O)Nc1cccc(NC(=O)Cc2nc(-c3ccccc3)sc2-c2ccc(C)cc2)c1	-1	-6	-2	-1	36	10	-1	3.2	-5
CCN(CC)CC(O)c1cccn1-c1ccc(CNC(=O)NC(C)C)cc1 (stereo unspecified)	-7	-4	-3	-6	7	-4	-1	0.1	7
The list goes on:
SMILES	CXCR6 inh	CCR6 antagonist	APJ agonist	EBI2 block	tim23-1 inh	Mdm2 MdmX PPI	UPR XBP1 act	CHOP UPR activ	APJ antagonist
COCCCn1c(=O)c2ccccc2n(CC(=O)NC2CCCC2)c1=O	4	18	2	3	1	23	-5	2.7	11
OCCN1CCN(CCSc2ccccc2)CC1	1	-8	-4	-12	-3	4	0	-1.5	-1
CC(OC(=O)c1ccc(S(=O)(=O)NCc2ccco2)cc1)C(=O)Nc1ccc(Cl)cn1 (stereo unspecified)	0	16	-3	10	-5	18	-1	-2.2	5
COc1ccc(C(=O)CN2C(=O)c3ccccc3C2=O)cc1	5	9	-2	-1	8	30	-1	3.1	22
COc1cccc(-n2nnnc2SCC(=O)Nc2ccc(NC(C)=O)cc2)c1	0	5	-2	-8	-12	-2	-3	1.9	9
Cc1cc(Cl)ccc1Oc1ncc(-c2ccc(Cl)cc2)cn1	-3	4	4	60*	11	-2	3	1.9	-21
O=C(Nc1ccccc1N1CCN(C(=O)c2ccccc2)CC1)c1ccco1	5	8	0	-18	3	25	-5	-1.2	-4
Cc1ccc(S(=O)(=O)NC(=O)c2ccccc2)cc1C(C)C	2	-8	-2	-21	11	6	-1	-1.5	-7
Cc1cc(C(=O)Nc2ccccc2C)n(-c2ccccc2)n1	0	4	-1	-3	4	-18	-6	1.6	-11
Cc1cc(C(=O)Cn2nnc3ccccc3c2=O)c(C)n1-c1ccccc1F	3	11	2	-7	17	85*	-2	-2.8	12
COc1ccc(NC(=O)Nc2cc(NC(=O)Nc3ccc(OC)cc3)c(C)nc2C)cc1	-8	3	0	0	0	-6	0	-0.2	3
COc1ccccc1C(=O)OCc1c(-c2ccccc2)ncc2ccccc12	31	19	-2	0	43	22	11	3.5	9
CCCCn1c(SCC(=O)Nc2cc(C)on2)nnc1-c1cccs1	7	18	-6	-1	10	3	-1	1.1	4
Cc1cc(C)nc(NC(N)=NCCc2c[nH]c3ccccc23)n1	5	11	-3	-5	-12	72*	1	-0.1	14
CC(=O)C1=C(C)N(CC2CC2)C(=O)N[C@H]1c1cccs1	-1	-5	-4	-3	2	-5	2	-1.6	-42
CCc1ccc(NC(=O)C(=O)NCCN2CCN(S(=O)(=O)c3ccccc3)CC2)cc1	-3	8	-4	13	5	30	-1	1.2	0
COc1ccc(CN=C(NS(=O)(=O)c2cccs2)SC)cc1	4	0	1	-6	12	8	-1	-0.5	3
O=C(Nc1ccccc1)c1ccncc1	-6	-8	-2	-1	2	25	-2	-0.2	2
CC(=O)c1c(N)n(C)c(=O)n(C)c1=O	-1	7	0	-11	-10	17	2	-1.1	-12
CCOC(=O)C1=C(c2ccccc2)N=c2s/c(=C\c3ccc(O)cc3)c(=O)n2C1c1cccs1 (stereo unspecified)	18	53*	-8	2	15	43	-1	0.5	42*
Cc1nn(CCc2n[nH]c(=S)n2C2CCCCC2)c(C)c1Br	0	0	-3	-18	21	-15	-3	-0.3	35
COCCn1c(SCC(=O)N2CCCc3ccccc32)nnc1-c1ccoc1C	-12	3	-2	-16	13	-1	1	-1.3	-6
O=C(O)c1cccc(Nc2nc(-c3cc4ccccc4oc3=O)cs2)c1	7	14	-2	2	11	1	-11	-1.2	-23

Source: PubChem BioAssay (Sanford-Burnham Center for Chemical Genomics)
